DRD3 agonist: activates the human D3 dopamine receptor | max activation, % | AID 652048 | D3R DiscoveRx beta-arrestin cells, luminescence, 90 min | hit rate 0.58% among 410,000 | P35462; in the data active = max activation above about 30%; also: 0% is about no effect; mostly tested at two doses, the higher about 12 µM
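Agonist-mode cell screen: cells plated at 1500/well and incubated overnight at 37 °C, then exposed to library compounds for 90 min at 37 °C. Detection reagent was added for 30–60 min at room temperature, and luminescence was read.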
DRD3 antagonist: antagonists of human D3 dopamine receptor | max response, negative = inhibition, % | P35462 | AID 652054 | hit rate 2.5% among 360,000 | D3R cells, DiscoveRx beta-arrestin luminescence, antagonist mode; stronger effect = lower value; in the data active = max response below about -50%; inconclusive = no clear call, values can overlap the other calls; also: % is scaled to controls: 0 for no effect and ±100 for the full control effect; mostly tested at two doses, the higher about 12 µM
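Cells expressing the human receptor were seeded at 1500 cells/well, incubated overnight at 37 degrees C in 5% CO2, then exposed to library compounds with dopamine controls for 90 minutes at 37 degrees C before luminescent detection.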
aSyn rescue: alpha-synuclein toxicity inhibition in yeast. Yeast expressing alpha-synuclein, growth rescue, BacTiter-Glo, 24 h. Potency, µM (top dose mostly 46.1 µM), for the others: top-dose growth rescue (activation), usual class: activators. hit rate 0.14% among 370,000. AID 652106; also: potency is read from the fitted curve at half-maximal effect; % of control where 0% means no effect; nearly all actives have a fitted effect of over 65% in size
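Rescue of yeast growth: cells expressing toxic alpha-synuclein, induced in galactose at OD600 0.02, incubated with compound 24 h at 30 C. ATP luminescence quantified growth; inhibitors of toxicity appear as activators.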
TDP-43 yeast inh: inhibitors of TDP-43 toxicity in yeast; hit rate 1.8% among 410,000; TDP-43 expressing yeast growth rescue, BacTiter-Glo, 24 h; Potency, µM (series often up to 46.1 µM), for inactives: at the highest dose growth rescue (activation), most hits filed as activators; also: potency is read from the fitted curve at half-maximal effect; % of control where 0% means no effect; nearly all actives have a fitted effect of over 50% in size
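Cell-based yeast growth screen: TDP-43 expression induced in galactose, inoculum OD600=0.02 after raffinose pregrowth to mid-log. Read-out BacTiter-Glo luminescence at 24 hr, 30 deg C; inhibition of toxicity seen as signal increase.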
HEK293 tox: cytotoxicity counter-screen for GLP-1 receptor inverse agonists; HEK293 cAMP-luciferase reporter cells, luminescence, 24 h; Potency, µM (series often up to 38.3 µM), for inactives: at the top dose activity change, negative = inhibition, actives largely listed as inhibitors; hit rate 0.13% among 410,000; AID 624418;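 also: loss of luciferase light is scored as toxicity; potency is read from the fitted curve at half-maximal effect; % is scaled to controls: 0 for no effect and ±100 for the full control effect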
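Here, cytotoxicity is scored as loss of luminescence. The MLSMR collection was tested on cells seeded in medium containing 10% Nu serum, with a 24 hr compound exposure preceded by 12 hours of culture.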
GLP-1R inv ag: GLP-1 receptor (human) inverse agonism. P43220. HEK293 GLP-1R CRE-luciferase, luminescence, 24 h; GLP-1R form is constitutively active. Potency, µM (titrated, usually from 38.3 µM), without a hit: top-dose activity change, negative = inhibition, most hits filed as inhibitors. hit rate 1.6% among 410,000. AID 624417; also: potency is read from the fitted curve at half-maximal effect; % is scaled to controls: 0 for no effect and ±100 for the full control effect; nearly all actives have a fitted effect of over 55% in size
Target sequence (P43220 whole entry, looked up): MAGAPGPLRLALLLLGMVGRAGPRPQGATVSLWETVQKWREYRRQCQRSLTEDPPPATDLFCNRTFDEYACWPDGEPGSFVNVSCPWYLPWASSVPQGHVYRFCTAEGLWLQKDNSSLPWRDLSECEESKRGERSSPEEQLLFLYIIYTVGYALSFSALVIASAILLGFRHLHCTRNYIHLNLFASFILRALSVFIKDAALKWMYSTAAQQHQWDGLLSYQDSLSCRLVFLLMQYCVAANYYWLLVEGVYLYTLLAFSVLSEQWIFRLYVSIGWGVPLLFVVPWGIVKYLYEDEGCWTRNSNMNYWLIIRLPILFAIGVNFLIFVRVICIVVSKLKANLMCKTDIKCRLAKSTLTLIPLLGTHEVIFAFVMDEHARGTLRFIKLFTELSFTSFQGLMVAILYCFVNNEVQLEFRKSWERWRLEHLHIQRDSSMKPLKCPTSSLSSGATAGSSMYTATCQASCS
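Cells are plated, allowed 12 hours at 37 deg C, then treated with compounds for 24 hr before luciferase detection reagent is added and luminescence is read after 12 min at room temperature. The HEK293 line carries constitutively active GLP-1R with a cAMP-responsive reporter.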
GLP-1R agonist: GLP-1 receptor (human) agonism; P43220; HEK293 GLP-1R CRE-luciferase, luminescence, 4-6 h; cells express a hypersensitive GLP-1R form; Potency, µM (doses to about 45.6 µM), without a hit: top-dose activation, actives largely listed as activators; hit rate 0.007% among 380,000; AID 624172; also: potency is read from the fitted curve at half-maximal effect; % of control where 0% means no effect
KB-V1 MDR tox: KB-V1 MDR subline cytotoxicity; KB-V1 MDR cells viability, CellTiter-Glo, 72 h; Potency, µM (highest dose often 46.1 µM), for inactives: top-dose activity change, negative = cytotoxicity, hits mostly cytotoxic; hit rate 3.4% among 400,000; AID 1347076; also: potency is read from the fitted curve at half-maximal effect; % is scaled to controls: 0 for no effect and ±100 for the full control effect; nearly all actives have a fitted effect of over 60% in size
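KB-V1 MDR subline cells in DMEM (phenol-red free, 10% FBS) exposed to compounds in qHTS concentration series for 72 h at 37 degrees C. Viability read by CellTiter-Glo luminescence; concentration-effect curves fitted after normalization and correction.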
PTHR1 agonist: activates the human parathyroid hormone receptor PTHR1 | hit rate 0.075% among 410,000 | AID 743266 | Potency, µM (series often up to 115 µM), for the others: at the highest dose activation, actives largely listed as activators | Q03431 | HEK293 GP2 PTHR1 cells, GloSensor cAMP luminescence, 1 h; also: potency is read from the fitted curve at half-maximal effect; nearly all actives have a fitted effect of over 55% in size; some results filed as inactive show a strong effect at the top dose; inactives centre near -15; many of its hits are not listed in these tables
Target sequence (Q03431 whole entry, looked up): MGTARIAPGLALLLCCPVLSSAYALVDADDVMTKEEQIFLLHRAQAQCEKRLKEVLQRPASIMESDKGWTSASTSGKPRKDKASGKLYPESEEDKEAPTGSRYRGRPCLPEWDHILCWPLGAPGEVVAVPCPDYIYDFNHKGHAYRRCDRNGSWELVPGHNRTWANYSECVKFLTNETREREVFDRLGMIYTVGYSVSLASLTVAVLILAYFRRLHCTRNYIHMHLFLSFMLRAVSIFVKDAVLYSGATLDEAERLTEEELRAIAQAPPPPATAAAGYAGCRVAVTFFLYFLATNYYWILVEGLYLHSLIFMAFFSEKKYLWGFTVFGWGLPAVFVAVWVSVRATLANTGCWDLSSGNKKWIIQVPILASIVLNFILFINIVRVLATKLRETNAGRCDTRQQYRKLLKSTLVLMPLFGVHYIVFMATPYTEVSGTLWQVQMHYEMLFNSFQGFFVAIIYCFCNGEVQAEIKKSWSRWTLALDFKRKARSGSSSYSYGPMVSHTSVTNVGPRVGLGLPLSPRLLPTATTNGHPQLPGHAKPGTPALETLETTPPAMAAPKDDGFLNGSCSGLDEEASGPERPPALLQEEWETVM
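HEK-293-derived GP2 cells expressing PTHR1 and a GloSensor cAMP reporter, 3,000/well, plated overnight, given luciferin plus IBMX (each 0.5 mM as added) for 1 h at 37 °C, then compound for 1 h at 37 °C. Luminescence was read after 15 min at room temperature.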
Numbers without * were called inactive; [ ] = remark or other dose. Unless noted, calls follow the shape of the dose curve; as a rule, active = well fitted curve in the direction sought with a large enough effect; inconclusive = small, poorly fitted or top-dose-only effect, or another doubt; inactive = no such curve, though single readings can be large; an effect the other way counts as inactive or inconclusive. Not all compounds are listed; count on the stated rates, not on these rows.

CC(C)C[C@H](NC(=O)c1[nH]cnc1C(=O)Nc1ccc(CNC(=O)OC(C)(C)C)cc1)C(=O)OC(C)(C)C was read as DRD3 agonist -1, DRD3 antagonist 73, aSyn rescue -15%, TDP-43 yeast inh 0%, HEK293 tox -25%, GLP-1R inv ag 0%, GLP-1R agonist 10%, KB-V1 MDR tox inconclusive and PTHR1 agonist -13%.
Screening CCOc1ccc(NC(=S)N(CCN2CCOCC2)Cc2ccc3c(c2)CCCN3CC)cc1 returned DRD3 agonist -11, DRD3 antagonist 1, aSyn rescue 11%, TDP-43 yeast inh 16%, HEK293 tox -12%, GLP-1R inv ag inconclusive, GLP-1R agonist 5%, KB-V1 MDR tox 8% and PTHR1 agonist inactive.
Screening CC(C)/C=C(/C(=O)c1ccc(Cl)cc1Cl)n1cncn1 returned DRD3 agonist 3, DRD3 antagonist 9, aSyn rescue inconclusive, TDP-43 yeast inh -33%[inhibitor], HEK293 tox -24%, GLP-1R inv ag inconclusive, GLP-1R agonist -2%, KB-V1 MDR tox 4% and PTHR1 agonist -45%[inhibitor].
Screening COc1ccc(C(=O)N2CCCCC2c2cc(C(=O)NCc3ccc(F)cc3)no2)cc1 (stereo not given) returned DRD3 agonist -4, DRD3 antagonist 0, aSyn rescue -5%, TDP-43 yeast inh 17%, HEK293 tox 0%, GLP-1R inv ag inconclusive, GLP-1R agonist 10%, KB-V1 MDR tox -10% and PTHR1 agonist -7%.
Screening CCOC(=O)CC1(CCc2ccccc2)Oc2ccccc2N1S(=O)(=O)c1ccc(C)cc1 (stereo not given) returned DRD3 agonist 6, DRD3 antagonist 7, aSyn rescue 23%, TDP-43 yeast inh -13%, HEK293 tox 1%, GLP-1R inv ag inconclusive, KB-V1 MDR tox inconclusive and PTHR1 agonist inactive.
For O=S(=O)(Nc1ccc(S(=O)(=O)N2CCCC2)cc1)c1ccc(F)cc1F the results were DRD3 agonist -2, DRD3 antagonist 17, aSyn rescue -10%, TDP-43 yeast inh 2%, HEK293 tox 5%, GLP-1R inv ag -16%, GLP-1R agonist -1%, KB-V1 MDR tox -2% and PTHR1 agonist -5%.
For CC1CCCN(C(=O)C2CCN(C(=O)Nc3ccccc3)CC2)C1 (stereo not given) the results were DRD3 agonist 5, DRD3 antagonist -2, aSyn rescue 1%, TDP-43 yeast inh 18%, HEK293 tox -23%, GLP-1R inv ag 7%, GLP-1R agonist 8%, KB-V1 MDR tox -3% and PTHR1 agonist -14%.
Screening COc1cccc(N2CCN(C(=O)CN(C)S(=O)(=O)c3ccc4c(c3)CCC(=O)N4)CC2)c1 returned DRD3 agonist 0, DRD3 antagonist 24, aSyn rescue 4%, TDP-43 yeast inh 9%, HEK293 tox inconclusive, GLP-1R inv ag 11%, GLP-1R agonist 4%, KB-V1 MDR tox 5% and PTHR1 agonist -26%.
C[C@@H]1CN([C@@H](C)CO)C(=O)c2cc(NS(C)(=O)=O)ccc2O[C@@H]1CN(C)Cc1ccc(C(F)(F)F)cc1 was read as DRD3 agonist -6, DRD3 antagonist 0, aSyn rescue -1%, TDP-43 yeast inh 6%, HEK293 tox -7%, GLP-1R inv ag -15%, GLP-1R agonist 15%, KB-V1 MDR tox 4% and PTHR1 agonist -14%.
Screening COC(=O)c1ccc(NN=Nc2ccc(C)cc2)cc1 returned DRD3 agonist 0, DRD3 antagonist -19, aSyn rescue -4%, TDP-43 yeast inh -7%, HEK293 tox 1%, GLP-1R inv ag 0%, GLP-1R agonist 7%, KB-V1 MDR tox -26% and PTHR1 agonist inactive.
`CCn1nccc1C(=O)Nc1ccc(Cl)cc1Cl` gave DRD3 agonist 4, DRD3 antagonist -16, aSyn rescue 21%, TDP-43 yeast inh 23%, HEK293 tox 3%, GLP-1R inv ag 17%, GLP-1R agonist 5%, KB-V1 MDR tox inconclusive and PTHR1 agonist -3%[57.5 µM].
Cc1ccc2cc(-c3noc(C4CCCO4)n3)c(=O)[nH]c2c1 (stereo not given) was read as DRD3 agonist -3, DRD3 antagonist -11, aSyn rescue 2%, TDP-43 yeast inh 0%, HEK293 tox 2%, GLP-1R inv ag 1%, GLP-1R agonist -2%, KB-V1 MDR tox 1% and PTHR1 agonist -3%.
O=[N+]([O-])c1ccc(N/N=C/c2ccc(O)c(O)c2O)c(S(=O)(=O)N2CCOCC2)c1 was read as DRD3 agonist 1, DRD3 antagonist -24, aSyn rescue -3%, TDP-43 yeast inh -11%, HEK293 tox -10%, GLP-1R inv ag 0%, GLP-1R agonist 0%, KB-V1 MDR tox 17% and PTHR1 agonist inactive.
Screening COc1ccc(-c2cn[nH]c2-c2ccc(OCc3ccc(F)cc3)cc2O)cc1OC returned DRD3 agonist -3, DRD3 antagonist -11, aSyn rescue inconclusive, TDP-43 yeast inh -9%, HEK293 tox -18%, GLP-1R inv ag inconclusive, GLP-1R agonist 29%, KB-V1 MDR tox inconclusive and PTHR1 agonist -21%.
For CCN(CC)S(=O)(=O)c1ccc(NN=C2CCN(C)CC2)c([N+](=O)[O-])c1 the results were DRD3 agonist -9, DRD3 antagonist -27, aSyn rescue 11%, TDP-43 yeast inh 7%[9.22 µM], HEK293 tox 2%, GLP-1R inv ag inconclusive, GLP-1R agonist 4%, KB-V1 MDR tox -13% and PTHR1 agonist -12%.
`COc1cccc(NC(=O)C2CCC(CNS(=O)(=O)c3cccc4cccnc34)CC2)c1` (stereo not given) gave DRD3 agonist 10, DRD3 antagonist 7, aSyn rescue 1%, TDP-43 yeast inh -10%, HEK293 tox -8%, GLP-1R inv ag inconclusive, GLP-1R agonist 10%, KB-V1 MDR tox -16% and PTHR1 agonist -14%.
For Cc1onc(-c2ccccc2)c1C(=O)NCC(=O)Nc1cc(Cl)ccc1Cl the results were DRD3 agonist -2, DRD3 antagonist 0, aSyn rescue 1%, TDP-43 yeast inh inconclusive, HEK293 tox 3%, GLP-1R inv ag inconclusive, GLP-1R agonist -2%, KB-V1 MDR tox 0% and PTHR1 agonist -21%.
Screening COc1ccc(C(=O)NCc2cn3c(C)csc3n2)cc1OC returned DRD3 agonist 0, DRD3 antagonist -17, aSyn rescue 0%, TDP-43 yeast inh -2%, HEK293 tox 0%, GLP-1R inv ag 72%[activator], GLP-1R agonist 7%, KB-V1 MDR tox -27% and PTHR1 agonist inactive.
`COC(=O)c1ccc(Cl)c(NC(=O)CN2CCC(C)CC2)c1` gave DRD3 agonist -3, DRD3 antagonist -5, aSyn rescue 1%, TDP-43 yeast inh -6%, HEK293 tox 5%, GLP-1R inv ag 5%, GLP-1R agonist -14%, KB-V1 MDR tox 7% and PTHR1 agonist inactive.
For CCC(C(=O)NCc1cccc(Br)c1)n1nc(C)c2c(C)n(-c3ccccc3)nc2c1=O (stereo not given) the results were DRD3 agonist -8, TDP-43 yeast inh 18%, HEK293 tox -4%, GLP-1R inv ag inconclusive, KB-V1 MDR tox -2% and PTHR1 agonist inactive.
For CCOC(=O)CC(=O)CSc1nccc(-c2cccnc2)n1 the results were DRD3 agonist 3, DRD3 antagonist -14, aSyn rescue 0%, TDP-43 yeast inh -4%, HEK293 tox -3%, GLP-1R inv ag -2%, GLP-1R agonist 11%, KB-V1 MDR tox 2% and PTHR1 agonist inactive.
COc1ccccc1NC(=O)CSC1=NC(=O)C(NC(C)=O)C(=O)N1 (stereo not given) was read as DRD3 agonist 3, DRD3 antagonist -8, aSyn rescue 2%, TDP-43 yeast inh 18%, HEK293 tox 22%, GLP-1R inv ag 35%[activator], GLP-1R agonist -4%, KB-V1 MDR tox -3% and PTHR1 agonist -18%.
Screening Cc1ccc(NCc2ccccc2)cc1 returned DRD3 agonist -8, DRD3 antagonist -15, aSyn rescue 1%, TDP-43 yeast inh -8%, HEK293 tox 0%, GLP-1R inv ag -6%, GLP-1R agonist 1%, KB-V1 MDR tox -1% and PTHR1 agonist inactive.
Screening COCCN1C(=O)N[C@@H](CCc2ccccc2)[C@@H](C(=O)OC)[C@H]1C returned DRD3 agonist 12, DRD3 antagonist -5, aSyn rescue -3%, TDP-43 yeast inh 9%, HEK293 tox 3%, GLP-1R inv ag 10%, GLP-1R agonist 3%, KB-V1 MDR tox -9% and PTHR1 agonist inactive.
`COc1cccc(NC(=O)c2sc3nc(C)c(C(=O)Nc4ccc(C)cc4C)c(-c4cccs4)c3c2N)c1` gave DRD3 agonist -10, TDP-43 yeast inh 5%, HEK293 tox 76%[activator], GLP-1R inv ag 0% and PTHR1 agonist inactive.
`O=C(COC(=O)c1ccc(O)cc1)NC1CCCCCCC1` gave DRD3 agonist -5, DRD3 antagonist -27, aSyn rescue -20%, TDP-43 yeast inh -14%, HEK293 tox -6%, GLP-1R inv ag -13%, GLP-1R agonist 3%, KB-V1 MDR tox -8% and PTHR1 agonist -76%[inhibitor].
Screening COc1cc(/C=N/NC(=O)c2ccoc2C)cc(OC)c1O returned DRD3 agonist 3, DRD3 antagonist 12, aSyn rescue 2%, TDP-43 yeast inh 21%, HEK293 tox -14%[1.53 µM], GLP-1R inv ag 23%, GLP-1R agonist 4%, KB-V1 MDR tox inconclusive and PTHR1 agonist -17%.
`CC[N+](C)(C)CC/C=C1/c2ccccc2Sc2ccc(Cl)cc21` gave DRD3 agonist -10, DRD3 antagonist -8, aSyn rescue -3%, TDP-43 yeast inh 14%, HEK293 tox -5%, GLP-1R inv ag -5%, GLP-1R agonist 7%, KB-V1 MDR tox -8% and PTHR1 agonist -10%.
For Cc1noc(C)c1COc1ccccc1C(=O)N(C)Cc1ccco1 the results were DRD3 agonist -5, DRD3 antagonist 30, aSyn rescue 6%, TDP-43 yeast inh 28%, HEK293 tox -25%, GLP-1R inv ag 15%, GLP-1R agonist -3%, KB-V1 MDR tox 3% and PTHR1 agonist inactive.

Bioassay records (PubChem BioAssay)
